# HIV fusion peptide = inhibitors of HIV fusion peptide binding, primary screen, biochemical, uHTS, fluorescence dequenching (AID 1986); one-dose inhibition, % at 20 µM; IC50 in µM for titrated hits; cell-free peptide binding, fluorescence dequenching, 30 min; higher % means a stronger effect; 290,000 compounds, 0.3% hits; in the data active = inhibition mostly above about 52%, no sharp cut-off; inactive = mostly below about 76%; also: some results filed as inactive read as strong as hits
# LYP inhibition = inhibitors of LYP phosphatase, biochemical, fluorescence intensity, uHTS (AID 1779). Tyrosine-protein phosphatase non-receptor type 22 (Homo sapiens). recombinant LYP phosphatase, fluorescence intensity; higher % means a stronger effect. inhibition, % at 11.5 µM, or IC50 in µM where a hit was titrated. 290,000 compounds, 0.054% hits; in the data active = inhibition above about 50%;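 also: plate controls were vehicle with enzyme for no effect and no enzyme for full effect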
# GPR35 arrestin U2OS = GPR35 antagonists blocking zaprinast-driven arrestin recruitment, primary screen, imaging, U2OS, beta-arrestin-GFP, zaprinast agonist (AID 2058); G-protein coupled receptor 35 (Homo sapiens); U2OS GPR35 beta-arrestin-GFP translocation imaging, zaprinast antagonism; higher % means a stronger effect; inhibition, % at 10 µM; hits with a dose series show IC50 in µM; 290,000 compounds, 0.052% hits;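 active = inhibition of at least 50% with at least 30 cells and total cytoplasm GFP at most 10,000,000; inconclusive = under 30 cells or total GFP of 10,000,000 plus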
# SIAH1 antagonists = Siah-1 peptide-binding antagonists, primary screen, biochemical, fluorescence polarization, rhodamine-plectin, uHTS (AID 1817); displacement, % at 20 µM; hits with a dose series show IC50 in µM; 290,000 compounds, 0.02% hits; Siah-1 / rhodamine-plectin peptide fluorescence polarization; higher % means a stronger effect;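 active = displacement of at least 50% at 20 µM, with a fluorescence ratio check between 0.3 and a set limit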;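 also: plate controls were Siah plus tracer with DMSO for no effect and tracer alone without Siah for full effect; strong numbers were not always called active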
# GPR55 LPI antagonism = GPR55 antagonists blocking LPI-driven arrestin recruitment, primary screen, imaging, U2OS, beta-arrestin-GFP, LPI agonist (AID 2013) | inhibition, % at 10 µM; hits with a dose series show IC50 in µM | 290,000 compounds, 0.13% hits | U2OS GPR55 beta-arrestin-GFP translocation imaging, LPI antagonism; higher % means a stronger effect;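 active = spots per cell inhibited over 60%, with over 100 cells counted and total cytoplasm intensity under 500,000; inconclusive = wells with under 100 cells, flagged as likely toxic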;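 also: U2OS cells stably carrying GPR55 and arrestin-GFP stimulated by 5 µM LPI near EC80; imaged beta-arrestin-GFP aggregate spots per cell after agonist stimulation; plate controls were LPI-stimulated DMSO wells for no effect and DMSO wells without LPI for full effect; some results filed as inactive read as strong as hits; confirmed hits need IC50 under 10 µM and bright autofluorescent wells are also inconclusive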
# Rac1 GTP hydrolysis = MgcRacGAP GTPase-activating activity inhibitors, confirmation, biochemical, ADP Hunter fluorescence; Rac GTPase-activating protein 1 (Homo sapiens); one-dose inhibition, % at 30 µM; IC50 in µM for titrated hits; 340,000 compounds, 0.6% hits; AID 624330, 2012; MgcRacGAP-stimulated Rac1 GTP hydrolysis, ADP Hunter fluorescence; higher % means a stronger effect; GST-tagged Rac1 F28L mutant substrate;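 active = first-screen hits whose inhibition reached a set limit at any dose in the follow-up dose series; inconclusive = inhibition above the set first-screen limit but never retested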;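 also: fluorescence reports GDP produced by GAP-driven GTP hydrolysis; strong numbers were not always called active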
# Salmonella PhoP GFP = inhibitors of PhoP regulon expression, primary screen, Salmonella Typhimurium, GFP reporter (AID 1863) | S. Typhimurium PhoP-regulated promoter GFP reporter, 4 h; higher % means a stronger effect | one-dose inhibition, % at 50 µM; IC50 in µM for titrated hits | 300,000 compounds, 0.16% hits;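 active = inhibition over 29.93%, a cutoff 3 SD above the screen mean, later confirmed by dose response; inconclusive = inhibition over 29.93% but no dose response follow-up; inactive = inhibition at most 29.93% or unconfirmed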;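 also: 0% = low Mg2+ inducing control and 100% = high Mg2+ repressing control; strong numbers were not always called active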
# NTR1 agonist = agonists of NTR1, primary screen, imaging, U2OS cells, beta-arrestin-GFP, high content (AID 493036). activation, % at 20 µM. Neurotensin receptor type 1 (Homo sapiens), P30989. NTR1-U2OS beta-arrestin-GFP spot imaging, agonist mode. 330,000 compounds, 0.17% hits;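 active = activation at or above 40% of the spot to cytoplasm intensity ratio, with at least 20 cells analyzed; inconclusive = wells under 20 cells, flagged as cytotoxic or low count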;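 also: 0% = DMSO without peptide and 100% = 100 nM NTR1 peptide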
# Target sequence (P30989 whole entry, looked up): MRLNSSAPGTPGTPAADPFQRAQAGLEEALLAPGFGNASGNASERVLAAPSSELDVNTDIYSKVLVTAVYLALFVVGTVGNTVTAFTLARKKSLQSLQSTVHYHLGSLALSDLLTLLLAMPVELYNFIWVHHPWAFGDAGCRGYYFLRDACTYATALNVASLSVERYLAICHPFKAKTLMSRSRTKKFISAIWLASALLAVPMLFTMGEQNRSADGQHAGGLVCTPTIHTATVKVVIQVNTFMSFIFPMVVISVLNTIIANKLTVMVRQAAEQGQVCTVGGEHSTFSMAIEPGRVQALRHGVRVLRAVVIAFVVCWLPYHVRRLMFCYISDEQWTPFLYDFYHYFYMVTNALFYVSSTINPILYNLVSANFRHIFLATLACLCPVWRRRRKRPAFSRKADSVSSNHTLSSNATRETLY
# Myeloid diff MLP = induction of myeloid progenitor differentiation, primary screen, cell-based, flow cytometry, MLPCN library; ER-HoxA9 myeloid progenitors, lysozyme-GFP differentiation; calls only at 10 µM; 360,000 compounds, 1% hits; AID 624256, 2012;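 active = normalized GFP-positive differentiation at or above the plate's own cutoff, the solvent-only control mean plus 3 SD; inconclusive = no clear call, values can overlap the other calls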;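 also: cells exposed to compound for four days before flow analysis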
# NTR1 agonist cell count 20 µM = second read-out of NTR1 agonist, no call of its own (marks repeat the call); cell count; measured here: cell count, cytotoxicity flag
# Myeloid diff MLP GFP+ MAC1+ % = second read-out of Myeloid diff MLP, no call of its own (marks repeat the call); GFP+ MAC1+ double positive, %; measured here: differentiation confirmed by MAC1 staining
# An asterisk follows results filed as active; i = inactive; ? = inconclusive; / = not tested or not shown.
no.	structure	HIV fusion peptide	LYP inhibition	GPR35 arrestin U2OS	SIAH1 antagonists	GPR55 LPI antagonism	Rac1 GTP hydrolysis	Salmonella PhoP GFP	NTR1 agonist	NTR1 agonist cell count 20 µM	Myeloid diff MLP	Myeloid diff MLP GFP+ MAC1+ %
1	Fc1cnc(Cl)nc1N1CCN(c2ccccc2)CC1	0.2%	-6%	7%	-3%	-4%	5%	-7%	2.2	53	i	0.2
2	N/C(=N\OC(=O)c1ccccc1F)c1cccc([N+](=O)[O-])c1	-1.9%	-3%	1%	-8%	7%	3%	5%	-1.1	70	i	0.4
3	C[N+]1(CC#CC(O)(c2ccccc2)c2ccccc2)CCCC1	-2.3%	-4%	-2%	3%	-1%	-2%	5%	6.6	55	i	0.7
4	Cc1cccc(N(C)C(=O)c2cc(S(=O)(=O)N3CCCC3)cn2C)c1	2.8%	-8%	4%	-2%	-1%	3%	/	-0.2	51	i	1.4
5	O=[N+]([O-])c1ccc(Cl)c(S(=O)(=O)NCC2CCCO2)c1 (centres undefined)	-1.2%	-6%	-13%	5%	4%	7%	12%	3.9	46	i	0.0
6	Cn1c2ccc(CC(=O)O)cc2c2cc(CC(=O)O)ccc21	-1.5%	-4%	13%	-4%	-8%	8%	-7%	-1.3	59	i	1.9
7	CCOC(=O)c1cc(C)n(CCCN2CCOCC2)c1C	-0.3%	-6%	6%	2%	-3%	8%	13%	-4.2	98	i	1.6
8	Cc1cc(C)c(OCCNCc2ccccc2)c(C)c1	-1.0%	-10%	-4%	7%	-9%	?	-6%	2.3	53	i	1.2
9	C#CCOCCOCCOCCNc1nc(N2CCN(C(=O)[C@H](CCC(=O)O)n3cc(C(N)[C@H](C)CC)nn3)CC2)nc(N2CCN(C(=O)[C@H](Cc3ccc(O)cc3)n3cc(C(N)[C@H](C)CC)nn3)CC2)n1 (some centres undefined)	-0.4%	-2%	-19%	5%	11%	4%	-12%	1.0	53	i	1.6
10	COc1ccc(S(=O)(=O)NC2CC(C)(C)NC(C)(C)C2)c(C)c1C	-2.3%	-4%	1%	0%	13%	/	1%	2.0	57	/	/
11	CCn1c(SCC(=O)N2CCCC2)nnc1-c1ccc(S(=O)(=O)N2CCCCCC2)cc1	4.3%	-9%	15%	2%	23%	2%	3%	-0.4	80	i	1.1
12	COc1ccc(C(=O)NC(=S)NCc2cccnc2)cc1[N+](=O)[O-]	-1.9%	-5%	-4%	-4%	-3%	4%	-5%	1.7	50	i	0.4
13	COc1ccc(Br)cc1C(=O)N/N=C/c1cccnc1	-1.8%	-6%	-5%	1%	1%	12%	8%	0.8	53	i	0.5
14	Cc1ccc(NC(=O)C2C3CCC(O3)C2C(=O)O)c(Br)c1 (centres undefined)	1.5%	-2%	2%	1%	-1%	11%	-9%	-0.7	43	i	0.6
15	Cc1ccccc1NC(=O)CC(C)S(=O)(=O)c1ccc2c(c1)NC(=O)CO2 (centres undefined)	1.1%	-5%	-1%	0%	-17%	5%	4%	0.1	56	i	1.8
16	CSCCC(NC(=O)c1ccccc1Cl)C(=O)N1CCC1 (centres undefined)	/	/	/	/	/	13%	9%	0.0	58	i	1.5
17	COc1ccccc1CNC(=O)Cn1cccc1C(=O)c1ccccc1	-0.1%	-14%	-8%	-1%	-18%	8%	-2%	-0.2	55	i	4.1
18	C1=C(c2cccc3ccccc23)N2CCN=C2S1	8.2%	-8%	1%	2%	19%	6%	29%	0.5	40	i	0.2
19	Cc1ccc(C(=O)N2CC(=O)Nc3ccccc32)o1	-1.3%	-5%	-10%	4%	1%	-6%	-4%	-1.4	55	i	1.0
20	O=C(N/N=C/c1ccco1)C1CC1c1ccccc1 (centres undefined)	24%	4%	-6%	15%	3%	5%	13%	-1.1	53	i	1.2

# Profiles from above:
# `O=C(N/N=C/c1ccco1)C1CC1c1ccccc1` (centres undefined) in the list: HIV fusion peptide: 24%; LYP inhibition: 4%; GPR35 arrestin U2OS: -6%; SIAH1 antagonists: 15%; GPR55 LPI antagonism: 3%; Rac1 GTP hydrolysis: 5%; Salmonella PhoP GFP: 13%; NTR1 agonist: -1.1; NTR1 agonist cell count 20 µM: 53; Myeloid diff MLP: i; Myeloid diff MLP GFP+ MAC1+ %: 1.2
# `COc1ccc(Br)cc1C(=O)N/N=C/c1cccnc1` in the list: HIV fusion peptide: -1.8%; LYP inhibition: -6%; GPR35 arrestin U2OS: -5%; SIAH1 antagonists: 1%; GPR55 LPI antagonism: 1%; Rac1 GTP hydrolysis: 12%; Salmonella PhoP GFP: 8%; NTR1 agonist: 0.8; NTR1 agonist cell count 20 µM: 53; Myeloid diff MLP: i; Myeloid diff MLP GFP+ MAC1+ %: 0.5

# Going on with the list.
no.	structure	HIV fusion peptide	LYP inhibition	GPR35 arrestin U2OS	SIAH1 antagonists	GPR55 LPI antagonism	Rac1 GTP hydrolysis	Salmonella PhoP GFP	NTR1 agonist	NTR1 agonist cell count 20 µM	Myeloid diff MLP	Myeloid diff MLP GFP+ MAC1+ %
21	CCOc1ccc(NC(=O)C2CCN(c3nnnn3-c3ccccc3)CC2)cc1	-0.1%	-2%	1%	16%	9%	6%	2%	0.5	102	i	1.3
22	COc1ccccc1-n1cnnc1SCC(=O)N1CCOCC1	1.2%	-8%	-2%	6%	4%	8%	-3%	-0.4	59	i	1.1
23	COc1ccc(OC)c(S(=O)(=O)N/N=C(/C)c2c[nH]c3ccccc23)c1	1.0%	-6%	4%	7%	11%	-3%	0%	-0.6	47	i	1.2
24	O=C(Nc1ccc(S(=O)(=O)Nc2nccs2)cc1)c1ccc(F)c(S(=O)(=O)N2CCOCC2)c1	11%	-1%	6%	-2%	-1%	8%	0%	1.0	58	i	0.5
25	Cc1ccc(C(=O)NCCNC(=O)COc2ccc(Cl)cc2)cn1	2.2%	-5%	6%	7%	8%	7%	7%	-0.1	37	i	0.3
26	COCc1cc(C)n(CC(=O)Nc2ccc3c(c2)OCO3)c(=O)c1C#N	1.1%	-13%	-2%	-3%	8%	-9%	2%	0.3	52	i	0.8
27	CN(CC(=O)Nc1cccc(F)c1)C(=O)Cn1cnc2c1c(=O)n(C)c(=O)n2C	/	/	/	/	/	5%	-5%	0.1	61	i	0.5
28	COc1ccc(N(CC(=O)NCc2ccccc2)S(=O)(=O)c2c(C)noc2C)cc1	-1.7%	-3%	10%	0%	11%	9%	3%	2.5	58	i	1.6
29	O=C(Cc1n[nH]c(=O)c2ccccc12)OCC(=O)c1ccc(OC(F)F)cc1OC(F)F	/	/	/	/	/	4%	-5%	1.1	46	i	0.9
30	CCCCNC(=O)N1CCOCCOCCN(C(=O)NCCCC)CCOCCOCC1	0.2%	2%	-17%	0%	4%	6%	-6%	-0.4	50	i	0.7
31	O=C(O)c1cc(-c2ccncc2)nc2ccc(S(=O)(=O)N3CCOCC3)cc12	1.3%	-7%	-2%	2%	4%	-2%	-12%	0.1	47	i	0.7
32	O=C(NCCOc1ccc(F)cc1)C1CCC(=O)N(CCc2ccccn2)C1 (centres undefined)	2.3%	-12%	1%	12%	2%	-2%	-3%	-0.1	58	i	0.3
33	Cc1oc(-c2ccccc2)cc1C(=O)Nc1cccc(/C=C\C(=O)O)c1	28%	3%	10%	17%	-4%	-3%	-18%	-0.8	84	i	0.7
34	Cc1cc(C)cc(OCCNC(=O)c2cc(S(=O)(=O)N3CCOCC3)ccc2F)c1	-0.1%	-2%	-10%	0%	-8%	-1%	-5%	12	38	i	1.4
35	O=C(CCN1C(=O)/C(=C/c2ccc(Cl)cc2)SC1=S)Nc1cccnc1	0.5%	-8%	-8%	1%	-6%	9%	8%	-0.5	49	i	0.3
36	Cn1ccnc1C(=O)c1cc(SCC(=O)N2CCOCC2)nc2ccccc12	-0.2%	-4%	0%	5%	-3%	0%	-7%	-0.6	68	i	0.3
37	COc1ccc(CNC(=O)C/C(C)=N/NC(=O)Cc2ccc(OC)cc2)cc1	-0.9%	-10%	-1%	2%	-6%	3%	-8%	-0.5	56	i	0.4
38	Cc1cccc(C(=O)NCCC(=O)Nc2ccc(F)c([N+](=O)[O-])c2)c1	-2.5%	-6%	1%	2%	-15%	-3%	3%	0.1	49	i	0.5
39	CC(=O)c1sccc1NC(=O)c1ccccc1C(=O)O	-1.1%	-6%	10%	-6%	22%	5%	-1%	1.5	49	i	0.4
40	O=C(NS(=O)(=O)Oc1ccccc1F)OC[C@@H]1CCCN2CCCCC12 (some centres undefined)	0.1%	-6%	14%	13%	6%	2%	4%	1.0	59	?	/
41	CC(=O)N1CCN(C(=S)Nc2ccc(Oc3ccccc3)cc2)CC1	0.2%	4%	-9%	0%	-20%	7%	4%	3.4	33	i	0.2
42	Cc1ccsc1C(=O)NNC(=O)Nc1ccc(Cl)c(Cl)c1	1.7%	-8%	10%	1%	23%	6%	16%	-1.3	50	i	1.5
43	Cc1c(C(=O)NCCc2ccccc2)oc2ccc(S(=O)(=O)N3CCOCC3)cc12	-1.1%	4%	-14%	9%	11%	-1%	-1%	1.8	83	i	1.0
44	Cc1cccc(C)c1NC(=S)NC(=O)CCc1ccccc1	4.9%	0%	13%	6%	14%	6%	-1%	1.6	57	i	0.8
45	CCc1ccc(OC)c(S(=O)(=O)NCCOc2ccccc2)c1	-0.5%	-4%	-11%	-4%	-5%	2%	2%	0.2	57	i	6.7

# Random draw from the library. About 2.4% of those tested had a hit in this group.
